NIH3T3 tox: NIH 3T3 cell cytotoxicity. NIH 3T3 viability, CellTiter-Glo ATP luminescence, 48-72 h. Potency, µM (series often up to 96.7 µM), inactives show at the highest dose activity change, negative = cytotoxicity, usual class: inhibitors. 94,000 tested, 4.3% active. AID 1345082; note: potency is the fitted concentration of half-maximal effect; nearly all actives have a fitted effect of over 55% in size
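Mouse fibroblast NIH 3T3 cells, 400 per well, received compound via pintool and were incubated for 48 or 72 hr prior to CellTiter-Glo ATP luminescence measurement.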
IP6K1 inhibitor: inhibitors of human IP6K1 | Q92551 | IP6K1 kinase, ADP-Glo luminescence, 2 h; hits give low values | activity change, % (series mostly up to about 58 µM) | 140,000 tested, 0.81% active | AID 1645851; in the data active = activity change below about -25%
Target sequence (Q92551 whole entry, looked up): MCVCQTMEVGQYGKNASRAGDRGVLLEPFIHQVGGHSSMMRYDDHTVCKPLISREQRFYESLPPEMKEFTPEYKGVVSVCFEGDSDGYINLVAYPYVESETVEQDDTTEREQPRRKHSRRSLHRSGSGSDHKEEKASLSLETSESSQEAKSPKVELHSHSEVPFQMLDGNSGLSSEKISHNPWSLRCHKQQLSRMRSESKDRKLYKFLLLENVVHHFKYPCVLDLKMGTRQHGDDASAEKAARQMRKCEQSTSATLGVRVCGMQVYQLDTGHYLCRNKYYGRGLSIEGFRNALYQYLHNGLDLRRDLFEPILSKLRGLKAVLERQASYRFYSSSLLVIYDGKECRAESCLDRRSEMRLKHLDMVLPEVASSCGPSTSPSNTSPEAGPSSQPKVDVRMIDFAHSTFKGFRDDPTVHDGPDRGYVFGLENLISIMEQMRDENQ
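ADP-Glo luminescence measures ADP made by human IP6K1 during a 2 h RT reaction with ATP/IP6 (mix at 1.3 mM/130 uM); top library doses 57.5 and 19.1 uM final.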
SNCA expr inhib: SNCA gene expression inhibition. Potency, µM (top dose mostly 57.2 µM), inactives show at the top dose activity change, negative = inhibition, usual class: inhibitors. 140,000 tested, 0.17% active. HEK-293 SNCA-luciferase knock-in, luminescence, 24 h;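 note: potency is the fitted concentration of half-maximal effect; plate controls were DMSO cells for no effect and cell-free wells for full effect; nearly all actives have a fitted effect of over 45% in size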
HEK cytotox: cytotoxic compounds in HEK 293 cells. AID 1345083. 94,000 tested, 6.6% active. HEK 293 viability, ATP luminescence (CellTiter-Glo), 48-72 h. Potency, µM (highest dose often 115 µM), for inactives: top-dose activity change, negative = cytotoxicity, hits mostly inhibitors; note: potency is the fitted concentration of half-maximal effect; nearly all actives have a fitted effect of over 60% in size
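CellTiter-Glo luminescence (cellular ATP) was read after 48 or 72 hr of compound exposure at 37 degree Celsius. Cells were HEK 293 plated at 250 cells/well.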
SNCA viab count: cell viability loss counter-screen | HEK-293-SNCA-luc viability, GF-AFC fluorescence, 24 h | Potency, µM (top dose mostly 57.1 µM), for the others: at the top dose activity change, negative = cytotoxicity, usual class: cytotoxic | 150,000 tested, 0.12% active | AID 1671193;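 note: potency is the fitted concentration of half-maximal effect; 0% = DMSO-treated cells and -100% = medium-only wells without cells; nearly all actives have a fitted effect of over 30% in size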
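HEK-293-SNCA-luc cells (1500/well) plated 24 h, then exposed 24 h to a dilution series; GF-AFC added 30 min at 37C, fluorescence 405/540 nm; normalised to medium-only and DMSO wells, Hill fit.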
FLuc inh: blocks purified firefly luciferase enzyme activity; Potency, µM (doses to about 115 µM), without a hit: at the highest dose activity change, negative = inhibition, actives largely listed as inhibitors; purified P. pyralis luciferase, luminescence, biochemical; 76,000 tested, 2.5% active; AID 1347043; P08659; note: potency is the fitted concentration of half-maximal effect; nearly all actives have a fitted effect of over 65% in size
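Luminescence read by CCD imager after adding enzyme (10nM final) to wells holding compound, titrated in qHTS. Substrates 10uM each D-luciferin and ATP; buffer 50mM Tris acetate pH 7.5, 10mM Mg acetate, Tween-20, BSA.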
GPT2 inhibitor: GPT2 alanine aminotransferase inhibition; Potency, µM (top dose mostly 57.7 µM), inactives show top-dose activity change, negative = inhibition, usual class: inhibitors; Q8TD30; Recombinant GPT2, coupled pyruvate oxidase/HRP Amplex Red fluorescence; 100,000 tested, 0.25% active; note: potency is the fitted concentration of half-maximal effect; nearly all actives have a fitted effect of over 60% in size; many of its hits are not listed in these tables
Target sequence (Q8TD30 whole entry, looked up): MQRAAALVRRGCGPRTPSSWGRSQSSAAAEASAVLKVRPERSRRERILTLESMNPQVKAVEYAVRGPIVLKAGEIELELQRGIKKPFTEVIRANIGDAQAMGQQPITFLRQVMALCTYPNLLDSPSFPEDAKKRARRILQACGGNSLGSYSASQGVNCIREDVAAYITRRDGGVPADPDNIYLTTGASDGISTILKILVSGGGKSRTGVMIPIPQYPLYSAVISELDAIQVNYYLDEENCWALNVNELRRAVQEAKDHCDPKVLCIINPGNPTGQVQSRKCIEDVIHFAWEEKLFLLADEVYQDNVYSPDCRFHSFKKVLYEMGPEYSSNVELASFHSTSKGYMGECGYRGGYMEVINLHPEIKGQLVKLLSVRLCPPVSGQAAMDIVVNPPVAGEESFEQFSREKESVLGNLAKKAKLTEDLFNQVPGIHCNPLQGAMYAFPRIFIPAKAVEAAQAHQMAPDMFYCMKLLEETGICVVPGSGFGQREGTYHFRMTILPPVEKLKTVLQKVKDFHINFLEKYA
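Fluorescence of coupled pyruvate oxidase/HRP/Amplex Red system (50uM Amplex, 30 min, dark) reports pyruvate formed by GPT2. Enzyme reaction: 10ng/uL GPT2, 2mM L-alanine, 250uM a-KG, 30 min room temperature, pH 7.5; 50uM AOA control.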
The depositor's hits bear a star; i = inactive; ? = inconclusive; · = not tested or not shown; & = joins results of further samples; [ ] = another dose, or the depositor's remark. Unless noted, calls come from the whole dose curve; as a rule, active = well fitted curve in the direction sought with a large enough effect; inconclusive = small, poorly fitted or top-dose-only effect, or another doubt; inactive = no such curve, though single readings can be large; an effect the other way counts as inactive or inconclusive. Unless noted, % is set by controls: 0 for no effect and ±100 for the full control effect. An excerpt (hit frequency here may not be typical).

Values run as follows: NIH3T3 tox, IP6K1 inhibitor, SNCA expr inhib, HEK cytotox, SNCA viab count, FLuc inh, GPT2 inhibitor
- CN1C(=O)N(C)C2(CCN(CCc3ccccc3)C2)C1=O (stereo unspecified)
    -7%, -11, 8%, -14%, -2%, 2%, i
- COC(=O)c1c(NC(C)=O)c2cc(NC3CCCCC3)cnc2n1CC1CCCO1 (stereo unspecified)
    i, 6, 20%, 13%, 7%, 9%, i
- COc1ccc(CNC(=O)NCC2Cn3cccc3C(=O)N2C)cc1 (stereo unspecified)
    -2%, 13, -12%, -9%, 5%, 0%, i
- CN(C)c1ccc(CNC(=O)C2CCN(S(=O)(=O)c3ccc4[nH]c(=O)ccc4c3)CC2)cc1
    ·, -10, 43%[activator], ·, 4%, ·, ·
- Cc1nn(-c2ccccc2)c2c1C(C(C)C)N(C1CN(C(=O)c3ccc(F)cc3)C1)C2=O (stereo unspecified)
    ?, 9, ·, ?, ·, ·, ·
- COc1ccc(Cl)cc1NC(=O)c1c(NCc2cccnc2)sc2c1CCCC2
    ·, 18, ?, ·, ?, ·, ·
- O=CN1CCC(n2cnc3cccnc32)CC1
    -8%[174 µM], 16, -17%[87.6 µM], 5%[230 µM], -26%[87.6 µM], -10%[230 µM], i
- Cc1ccc(N2CC(c3noc(-c4cnccn4)n3)CC2=O)cc1 (stereo unspecified)
    -15%, -7, 2%, 7%, 2%, -1%, 1%
- COc1ccc(-c2cc(C(=O)NCc3cccs3)nn3cnnc23)cc1
    -44%, -6, 16%, -12%, -5%, ·, 1%
- Cc1ccccc1C(=O)NC(C(=O)N1CCCC1)C1CCN(C(=O)c2ccc3c(c2)OCO3)CC1 (stereo unspecified)
    -35%, -4, 20%, -6%, 6%, -12%, 1%
- Cc1cn2cc(C(=O)N(C)CCO)cc(N[C@@H]3CCOc4cccc(C)c43)c2n1
    ·, -5, -16%, ·, -4%&3%, ·, 1%&1%
- CCCNC(=O)N[C@@H]1C[C@H](COc2ccc(S(C)(=O)=O)cc2)[C@@H](O)[C@H]1O
    -12%[138 µM], 2, 5%[87.6 µM], -7%[172 µM], 2%[87.6 µM], -8%[172 µM], 1%[88.5 µM]
- CCOCCCNC(=O)c1cc2cn(C3CC3)cc2s1
    -10%, 1, -4%, -18%, 4%, -4%, i
- Cc1cc(Br)ccc1NC(=O)c1ccc(NS(=O)(=O)c2c(C)noc2C)cc1
    ·, 11, 8%, ·, -5%, ·, ·
- COc1cc(Cl)c(C)cc1NC(=O)NC1COc2ccccc2C1 (stereo unspecified)
    ·, -12, 0%, ·, -8%, ·, ·
- COC(=O)c1cc(Cl)ccc1OC
    ·, 6, -17%[25.6 µM], ·, 10%[23.9 µM], ·, i
- COC[C@@H]1CN(C(=O)c2cc[nH]c(=O)c2)C[C@H]1c1ccncc1
    -9%, -4, ?, -17%, 10%, -20%, -45%
- Cn1ccnc1CN[C@@H]1CO[C@H](CNC(=O)N2CCOCC2)[C@H]1O
    -13%[174 µM], -9, 6%[87.6 µM], -21%[172 µM], 1%[87.6 µM], -2%[172 µM], ?
- Cc1c(Cl)cc(C(=O)NCC2CNCCOC2)cc1Cl (stereo unspecified)
    ?, 6, 6%, ?, -24%, 1%, i
- COc1ccccc1Nc1ccnc(N2CCC[C@H]2C(=O)NCc2ccc(C(F)(F)F)cc2)n1
    ?, 0, -6%, ?, -7%, ·, -22%
- CN1CCN(c2cc(=O)c3ccnc(-c4ccccc4O)c3o2)CC1
    22µM*, -15, 3%[87.6 µM], -5%[172 µM], -2%[87.6 µM], -10%[172 µM], 2%[88.5 µM]
- COc1ccc(Cl)cc1C(=O)NCc1nnc2cc(-c3nc(C)no3)ccn12
    -1%, 10, -23%, i, -14%, 4%, -19%
- O=C(C1CCCC1)N1CCn2c(nn(-c3ccc(F)cc3)c2=O)C1
    ?, -4, 81%[activator][87.6 µM], ?, 6%[87.6 µM], -23%[172 µM], i
- COc1cc(NC(=O)CN2C(=O)NC3(CCC(C(C)(C)C)CC3)C2=O)cc(OC)c1OC (stereo unspecified)
    0%, 7, -5%, ?, -13%, 1%, -9%
- COc1ccc(C(=O)Oc2ccc(C3NC(=O)c4c(sc5c4CCN(C)C5)N3)cc2OC)cc1 (stereo unspecified)
    ·, -16, 0%, ·, 12%, ·, ·
- Cc1ccc(CNC(=O)N2CCCC3(CCC(=O)N(CC4CC4)C3)C2)cc1 (stereo unspecified)
    i, 8, -12%, i, 6%, 11%, -2%
- COc1ccc(-c2nnc3ccc(NCCc4ccccn4)nn23)nc1
    ?, -10, 0%[87.6 µM], -16%[172 µM], 1%[87.6 µM], -9%[172 µM], -11%[88.5 µM]
- COc1ccc(Cn2c(SCc3ccc(C(=O)NC4CCCC4)cc3)nc3cccnc32)cc1
    ·, -3, 8%, ·, -1%, ·, ·
- CCc1cc(CNC(=O)C2CCN(c3nc(-c4ccccc4)nc4c3CCC4)CC2)on1
    ?, 12, -24%, ?, -7%, 3%, i
- COc1ccc(Cl)cc1-c1ccc2c(c1)C(=O)N1CCN(C(=O)COc3ccccc3)C[C@@H]1C(=O)N2
    ?, -8, -21%, ?, -10%, 5%, -19%

Quoted at random: 5 compounds from above, in no set order.
Values run as follows: NIH3T3 tox, IP6K1 inhibitor, SNCA expr inhib, HEK cytotox, SNCA viab count, FLuc inh, GPT2 inhibitor
- Cc1ccccc1C(=O)NC(C(=O)N1CCCC1)C1CCN(C(=O)c2ccc3c(c2)OCO3)CC1 (stereo unspecified)
    -35%, -4, 20%, -6%, 6%, -12%, 1%
- Cc1nn(-c2ccccc2)c2c1C(C(C)C)N(C1CN(C(=O)c3ccc(F)cc3)C1)C2=O (stereo unspecified)
    ?, 9, ·, ?, ·, ·, ·
- CN1CCN(c2cc(=O)c3ccnc(-c4ccccc4O)c3o2)CC1
    22µM*, -15, 3%[87.6 µM], -5%[172 µM], -2%[87.6 µM], -10%[172 µM], 2%[88.5 µM]
- CN1C(=O)N(C)C2(CCN(CCc3ccccc3)C2)C1=O (stereo unspecified)
    -7%, -11, 8%, -14%, -2%, 2%, i
- COc1ccc(CNC(=O)NCC2Cn3cccc3C(=O)N2C)cc1 (stereo unspecified)
    -2%, 13, -12%, -9%, 5%, 0%, i

Back to the main list; the two compounds before the break are reprinted first.
Values run as follows: NIH3T3 tox, IP6K1 inhibitor, SNCA expr inhib, HEK cytotox, SNCA viab count, FLuc inh, GPT2 inhibitor
- CCc1cc(CNC(=O)C2CCN(c3nc(-c4ccccc4)nc4c3CCC4)CC2)on1
    ?, 12, -24%, ?, -7%, 3%, i
- COc1ccc(Cl)cc1-c1ccc2c(c1)C(=O)N1CCN(C(=O)COc3ccccc3)C[C@@H]1C(=O)N2
    ?, -8, -21%, ?, -10%, 5%, -19%
- O=C(NCc1nnc2ccc(-c3ccccc3)nn12)c1ccc[nH]c1=O
    -1%, 34, 14%, i, 8%, 0%, i
- COCCNC(=O)c1cnc2c(c1)N(Cc1ccccc1C(F)(F)F)CCC2
    ?, 0, -6%[87.6 µM], ?, 2%[87.6 µM], 2%[172 µM], 0%[88.5 µM]
- CC(C)c1cccc(C(C)C)c1NC1=NS(=O)(=O)c2ccccc21
    ·, 14, -2%, ·, -25%, ·, ·
- O=C(/C=C/c1ccccc1)N1CCN(Cc2cc(=O)n3nc(-c4ccccc4F)sc3n2)CC1
    ·, 24, 3%, ·, 0%, ·, ·
- Cc1c(C(C)NC(=O)c2cc(=O)[nH]c(=O)[nH]2)cnn1-c1cccc2ccccc12 (stereo unspecified)
    -38%, -23, 9%, ?, -20%, -21%, -19%
- CC(=O)c1ccc(NC(=O)c2nc(-c3ccc(C)cc3)n3c2CCCCC3)cc1
    ·, -5, -34%, ·, -11%, ·, ·
- COc1ccc(-c2noc(Nc3cc(OC)cc(OC)c3)n2)cc1
    ?, -2, 9%, ?, -20%, ?, 5%
- O=C1COc2ccc(-c3ccc(F)c(Cl)c3)nc2CN1Cc1nc2ccccc2s1
    ?, 16, 18%, 50µM*, 5%, 13%, 0%
- Cc1ccc(C(=O)Nc2nc(-c3ccccc3)ns2)cc1
    ·, 34, 99%[activator], ·, -4%, ·, ·
- COc1ccccc1NC(=O)N1CC[C@H]2CC(=O)N([C@H](C(N)=O)C(C)C)CC[C@H]2C1
    i, -8, 15%[87.6 µM], i, -11%[87.6 µM], 3%[172 µM], 1%[88.5 µM]
- Cc1cccc(C(=O)NCc2nnc3cc(-c4nc(C5CC5)no4)ccn23)c1
    ?, 0, ?, ?, -20%, 9%, i
- CN1C(=O)C2(CCN(C(=O)c3ccc(S(N)(=O)=O)cc3)CC2)c2ccccc21
    -18%, -21, 10%, -3%, -7%, -5%, -9%[11.5 µM]
- O=C(Cn1cccn1)NC1CC(=O)N(Cc2ccccc2C(F)(F)F)C1 (stereo unspecified)
    -20%, 8, -8%, -4%, 3%, -2%, -4%
- Cc1noc(C)c1NC(=O)N[C@@H]1CCC[C@@H](C(=O)N2CCN(C)CC2)CC(=O)N(C)C1
    -18%[174 µM], -7, 1%[87.6 µM], 1%[172 µM], 5%[87.6 µM], -2%[172 µM], -17%[88.5 µM]
- COc1ccc(C)cc1NC(=O)Cn1nc2n(c1=O)CCCCC2
    3%, 9, -30%, 2%, -3%, -5%, i
- CC(=O)NCCC(=O)N1Cc2ccccc2CC2(CCCN(CC3CCOCC3)C2)C1 (stereo unspecified)
    -7%, 3, -22%, -10%, 8%, ·, i
